Compound activity deposited in PubChem by The Scripps Research Institute Molecular Screening Center.
OX1R antag-1 = OX1R (human) antagonism | O43613 | OX1R-expressing cells, FRET antagonist read-out | inhibition, % at 6.6 µM | 1.8% of 330,000 active | AID 485270; in the data active means inhibition mostly above about 38%, no sharp cut-off; inactive means mostly below about 40%;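 further: 0% = agonist challenge alone and 100% = reference antagonist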
Target sequence (O43613 whole entry, looked up): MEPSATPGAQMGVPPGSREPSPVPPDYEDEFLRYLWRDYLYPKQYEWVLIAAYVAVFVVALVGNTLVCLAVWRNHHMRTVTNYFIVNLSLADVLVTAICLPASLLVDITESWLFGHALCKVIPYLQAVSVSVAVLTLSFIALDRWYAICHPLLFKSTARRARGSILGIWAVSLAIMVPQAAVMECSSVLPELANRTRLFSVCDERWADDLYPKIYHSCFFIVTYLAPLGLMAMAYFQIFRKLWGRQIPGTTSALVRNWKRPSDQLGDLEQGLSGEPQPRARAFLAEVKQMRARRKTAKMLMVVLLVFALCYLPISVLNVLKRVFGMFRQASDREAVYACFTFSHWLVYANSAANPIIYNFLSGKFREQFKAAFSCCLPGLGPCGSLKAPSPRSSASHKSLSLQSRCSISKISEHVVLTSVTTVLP
OX1R antag-2 = human HCRTR1 antagonism; O43613; CHO/OX1R cells, Fluo-8 calcium fluorescence, orexin A; inhibition, % at 5 µM; 0.43% of 330,000 active; AID 434989;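 active means inhibition above its plate's threshold, mean inhibition of all tested compounds on the plate plus 3 SD, cut at about 37% in these data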;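 further: 0% = orexin A challenge wells and 100% = SB-334867-A antagonist wells; not every result past the cut was called active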
Numbers without * were called inactive.

SMILES	OX1R antag-1	OX1R antag-2
O=C(Nc1ccc(S(=O)(=O)Nc2nccc(C3Cc4ccccc4C(=O)O3)n2)cc1)c1ccccc1 (configuration not stated)	13	-9
CC(C)OC(=O)C1Cc2ccccc2CN1S(=O)(=O)c1cccs1 (configuration not stated)	11	-21
Cc1ccc(S(=O)(=O)Oc2cc(N)c3c(n2)CCC3)cc1	2	4
CSc1nnc(C2CCCN(CC(=O)Nc3ccccc3N3CCOCC3)C2)n1C(C)C (configuration not stated)	1	-18
CCOc1ccc(NC(=O)CCNS(=O)(=O)c2cccs2)cc1	7	-15
Cc1onc(-c2ccccc2Cl)c1C(=O)Nc1ccc(N2CCOCC2)cc1	30	-37
CCOc1ccc(OCc2cccc(C(=O)N3CCCC3)c2)cc1	9	-33
COc1ccccc1-n1cc2c([N+](=O)[O-])cc([N+](=O)[O-])cc2n1	-2	-10
O=C(c1csc2ccccc12)n1cccn1	16	4
COc1cc(C2=NOC(C(=O)N3CCOCC3)C2)cc(OC)c1OC (configuration not stated)	3	-16
CCCOP(=O)(OCCC)C1(Nc2ccc(C)cc2)CCCCC1	31	-31
COC(=O)C(CCSC)NC(=O)CNS(=O)(=O)c1ccc(Br)cc1 (configuration not stated)	2	6
Fc1ccc(NC(=S)NCCc2ccccn2)cc1	17	-6
COc1ccccc1CNC(=O)COC(=O)CNS(=O)(=O)c1ccc(C)cc1	11	-11
O=C1C(=O)N(CNc2cccnc2)c2ccccc21	20	0
COCCn1c(Cc2ccccc2)nnc1SCc1nc2ccccc2c(=O)[nH]1	29	-21
COCCNC(=O)c1ccc(C)c(S(=O)(=O)Nc2ccc(C)cc2)c1	2	-13
COc1cc(/C=C2/C(=N)N3OC(C)=CC3=NC2=O)ccc1OCCOc1ccc(C)cc1	15	-15
COc1ccc(N2CCN(C(=O)c3cc4cc(Cl)ccc4[nH]3)CC2)cc1	15	-13
O=C(/C=C/c1ccccc1Cl)Nc1ccc(Cl)cn1	2	-6
O=C(Nc1ncc(C(F)(F)F)cc1Cl)c1ccc(S(=O)(=O)N2CCOCC2)cc1	20	1
Cc1c(NC(=O)Nc2ccccc2)cccc1[N+](=O)[O-]	-1	-11
NC(=O)CNC(=O)[C@@H]1CC2(CC(c3cccc(Br)c3)=NO2)CN1C(=O)c1ccc(Br)cc1 (some centres not stated)	22	-6
COc1ccc(-c2[nH]c(-c3ccc(C)cc3)nc2SCC(=O)NCc2ccco2)cc1OC	8	-29
CCOC(=O)/C=C/C(=O)OCC(=O)NC(c1ccccc1)c1ccccc1	9	-30

New compounds follow
SMILES	OX1R antag-1	OX1R antag-2
COCCN(C(=O)CSc1nc2ccccc2c(=O)n1CC(C)C)c1c(N)n(Cc2ccccc2)c(=O)[nH]c1=O	51	-5
CC(=O)Oc1ccc(C(=O)Nc2ccc(C3(C#N)CCCC3)cc2)cc1	12	-9
COc1ccc(C)cc1NC(=O)CSc1nnc(-c2ccco2)n1N	5	-9
CCCN(CC(=O)Nc1cc(Cl)ccc1Cl)C(=O)c1ccc(N2CCCC2=O)cc1	12	-33
Cc1ccc(NC(=O)CCc2nnc(SCC(=O)Nc3ccccc3C)n2C)cc1Cl	20	5
Cc1cc(C(F)F)n2nc(C(=O)Nc3cccc(C(F)(F)F)c3)nc2n1	14	-26
CSc1nn(CCc2ccncc2)c(=S)s1	34	-2
CN(C)S(=O)(=O)c1ccc(NC(=S)NC(=O)c2cccs2)cc1	29	-20
CCc1ccc(CN(C)C(=O)CC2C(=O)NCCN2Cc2ccoc2)cc1 (configuration not stated)	5	-23
COC(=O)c1sccc1OC(C)C(C)=O (configuration not stated)	4	-8
COc1ccc(S(=O)(=O)Oc2ccc3ccccc3c2)cc1	15	-17
O=C(NCc1ccccc1Cl)C1CCN(c2cnccn2)CC1	4	-10
COC(=O)Cn1c(=NC(=O)C2CC2)sc2c(C)cc(C)cc21	18	-37
O=C(NCCc1ccccc1)C(=O)NCC(c1ccco1)N1CCOCC1 (configuration not stated)	8	-29
COc1ccc(-c2csc(NC(=O)Cc3ccccc3F)n2)cc1OC	12	11
COCCN1C(=O)C(O)=C(C(=O)c2cccs2)C1c1ccccc1 (configuration not stated)	16	-6
Cc1ccc(-n2c(C)cc(C)c(C#N)c2=O)cc1	0	-12
CCCCCCN(C(=O)CCCCCN1C(=O)NC(c2ccc([N+](=O)[O-])cc2)C(C(=O)OCc2ccccc2)=C1C)C(C(=O)NCCCC)c1ccc(OCC(=O)OC)c(C(=O)OC)c1 (configuration not stated)	39	-21
O=C1NC(=O)C(c2ccccc2)(c2ccc(O)cc2)N1 (configuration not stated)	1	2
CCCCC(C(=O)O)C(C)CC(=O)Nc1nncs1 (configuration not stated)	9	4
Cc1cc(-c2nnc(CCC(=O)N(C)C(C)c3cccs3)o2)no1 (configuration not stated)	16	-17
O=C(N/N=C/C(Cl)=C/c1ccc([N+](=O)[O-])cc1)C(=O)Nc1ccc(C(=O)O)cc1	17	-13
O=C(Nc1scc(-c2ccc(F)cc2)c1C(=O)O)c1ccco1	55	1
CCNC(=O)NC(=O)C(C)OC(=O)c1ccc(SC)cc1OC (configuration not stated)	6	-19
O=C(NC1C=CS(=O)(=O)C1)c1ccccc1 (configuration not stated)	27	-6

Going on with the list:
SMILES	OX1R antag-1	OX1R antag-2
Cc1cc(NS(=O)(=O)c2ccc(NC(=O)Nc3ccc4c(c3)OCO4)cc2)no1	6	6
O=C(Nc1ncn[nH]1)c1cccc(S(=O)(=O)N2CCOCC2)c1	9	-17
O=C(NCC1CCCO1)c1ccccc1-c1nc(-c2ccccc2Cl)no1 (configuration not stated)	6	-27
O=C(CCCO)c1ccc2c(c1)OCCO2	12	6
CCC(Sc1ccc(C(=O)O)cc1)C(=O)O (configuration not stated)	14	11
CCOc1ccc(NC(=O)c2ccccc2NC(=O)CN2CCN(C(C)=O)CC2)cc1	7	-39
CCOCCCNC(=O)C(c1ccc(Cl)cc1)N1CCN(C(=O)c2ccco2)CC1 (configuration not stated)	12	-20
Cc1ccc(-c2csc(NC(=O)c3ccco3)n2)cc1C	14	-5
COc1ccccc1CCNC(=O)CSc1nc(=O)[nH]c2c1CCC2	7	-7
CCOC(=O)C1CCCN(S(=O)(=O)Cc2ccc(Cl)cc2)C1 (configuration not stated)	3	-31
O=C(CSc1nnc2ccc(-c3ccc(F)cc3)nn12)NCC1CCCO1 (configuration not stated)	33	-16
CC1=C(C(=O)OCc2ccc3c(c2)OCO3)C(c2ccccc2OCc2ccccc2)NC(=O)N1 (configuration not stated)	7	2
COc1ccc(CNC(=O)CCC(=O)Nc2nnc(C(C)C)s2)cc1	0	-25
O=C(NCc1ccncc1)c1cc(C(=O)C2CC2)c[nH]1	4	-21
COCCn1c(SCC(=O)Nc2ccccc2F)nnc1-c1ccoc1C	15	-20
CCOCCCNC(=O)c1ccc(CS(=O)(=O)Cc2ccccc2F)o1	5	-28
COC(=O)c1[nH]c2cccc(OC)c2c1NC(=O)CN1CC(C)OC(C)C1 (configuration not stated)	11	-33
Cc1nn(CC(=O)OCC(=O)Nc2ccccc2[N+](=O)[O-])c(C)c1[N+](=O)[O-]	40	-19
C/C(CC(=O)NC1CCCC1)=N\NC(=O)Cc1csc(N)n1	24	-10
COc1cccc(-c2nnc(NC(=O)CCS(=O)(=O)c3ccc(C)cc3)o2)c1	7	-33
Cc1cc(C)n(CCNC(=O)CCc2nnc(CCc3ccccc3)o2)n1	-3	-1
Cc1ccccc1S(=O)(=O)Nc1nc2ccccc2nc1N1CCc2ccccc2C1	10	-34
O=C(Cn1cnc2c(OCc3ccccc3)ncnc21)NCc1ccc2[nH]ccc2c1	-4	10
Cc1ccc2[nH]c3c(c2c1)CN(C(=O)CN(C)CC1OCCO1)CC3	21	-7
O=C(COc1ccc2ccccc2c1)N1CCCC1	19	-20

Entries shown so far that have fluorine (eight):
SMILES	OX1R antag-1	OX1R antag-2
Fc1ccc(NC(=S)NCCc2ccccn2)cc1	17	-6
O=C(Nc1ncc(C(F)(F)F)cc1Cl)c1ccc(S(=O)(=O)N2CCOCC2)cc1	20	1
Cc1cc(C(F)F)n2nc(C(=O)Nc3cccc(C(F)(F)F)c3)nc2n1	14	-26
COc1ccc(-c2csc(NC(=O)Cc3ccccc3F)n2)cc1OC	12	11
O=C(Nc1scc(-c2ccc(F)cc2)c1C(=O)O)c1ccco1	55	1
O=C(CSc1nnc2ccc(-c3ccc(F)cc3)nn12)NCC1CCCO1 (configuration not stated)	33	-16
COCCn1c(SCC(=O)Nc2ccccc2F)nnc1-c1ccoc1C	15	-20
CCOCCCNC(=O)c1ccc(CS(=O)(=O)Cc2ccccc2F)o1	5	-28

More structures.
SMILES	OX1R antag-1	OX1R antag-2
COCCN(CCOC)Cc1c(O)ccc2c1O/C(=C\c1ccco1)C2=O	8	-15
CCCCCCCCCCS(=O)(=O)N/N=C/c1ccc(O)cc1	10	-4
CC1=CCP(=O)(c2ccccc2)C1 (configuration not stated)	5	-1
Cc1cc(C=C2C(=O)CCCC2=O)c(C)n1-c1ccccc1	8	-5
O=C(CNC(=S)N(Cc1ccccc1Cl)C1CCCC1)NCCN1CCOCC1	4	-13
Cc1ccc(-c2nnn(CC(=O)N3CCCCC3)n2)c(-n2cnnn2)c1	10	-2
NC(=S)N/N=C/c1ccc(/C=N/NC(N)=S)cc1	19	-4
Cc1scc(C(=O)Nn2cnnc2)c1-c1ccccc1	2	-15
N/C(=N\S(=O)(=O)c1cc(C(F)(F)F)cc(C(F)(F)F)c1)c1ccncc1	0	-11
CCn1c(SC/C=C/c2ccccc2)nnc1-c1cnccn1	19	-5
Brc1cccc(CSc2nnc(-c3ccncc3)o2)c1	18	-18
Cc1nc(C)c(N)c(=O)[nH]1	15	-19
Cc1cc(C)n(C(C)CC(=O)Nc2ccc3c(c2)OCCO3)n1 (configuration not stated)	-1	-16
S=C(c1cn(CCOc2ccccc2)c2ccccc12)N1CCCC1	34	9
c1csc(CNc2ncnc3sccc23)c1	33	23
CCOC(=O)c1ccc2c(c1)nc(SCC(=O)N1CCOCC1)n2CC	16	-14
C=CCC(C#Cc1ccccc1)N(C)C (configuration not stated)	14	-13
O=C(Nc1ccc(F)cc1)C1CCN(C(=O)c2ccc([N+](=O)[O-])cc2)CC1	17	-12
CCOC(=O)N1CCN(S(=O)(=O)CCNC(=O)c2ccc(F)cc2)CC1	1	-13
COc1ccc(CNC(=O)Cn2nc(C)c3c(C)n(-c4ccc(C)cc4)nc3c2=O)cc1OC	5	-9
Cc1ccc([N+](=O)[O-])cc1NC(=S)NC(=O)c1cccs1	6	-8
CC(C)(C)c1nn(-c2ccccc2)c2[nH]c(=O)c(CNCc3ccc4c(c3)OCO4)cc12	7	-32
COc1ccc(CNC(NC(=O)c2ccccc2)(C(F)(F)F)C(F)(F)F)cc1	0	-12
CCOC(=O)N1CCN(C(=S)NC(=O)c2ccc(F)cc2)CC1	-1	-21
COc1ccccc1NC(=O)C(C)OC(=O)c1ccc(-n2cnnn2)cc1 (configuration not stated)	15	-4

4 compounds from above, sorted by length of the SMILES, ascending.
SMILES	OX1R antag-1	OX1R antag-2
c1csc(CNc2ncnc3sccc23)c1	33	23
NC(=S)N/N=C/c1ccc(/C=N/NC(N)=S)cc1	19	-4
O=C(CNC(=S)N(Cc1ccccc1Cl)C1CCCC1)NCCN1CCOCC1	4	-13
COc1ccc(CNC(NC(=O)c2ccccc2)(C(F)(F)F)C(F)(F)F)cc1	0	-12

The listing continues:
SMILES	OX1R antag-1	OX1R antag-2
O=C(COC(=O)c1cccc(C(F)(F)F)c1)NCc1ccccc1	32	10
Nc1ccccc1Nc1cccc(C(F)(F)F)c1	21	-25
COc1ccccc1C(=O)NC(=Nc1nc2ccccc2o1)NC(=O)c1ccccc1OC	36*	82*
COC(=O)c1ccc(S(=O)(=O)NCc2ccccc2)n1C	19	-8
COCCNC(=O)Cn1nc(-c2ccc(Cl)cc2)c2ccccc2c1=O	9	-15
Nc1cc2c(cc1Cl)N(Cc1ccccc1)C(=O)CO2	10	-15
CSc1ccc(C(c2c(C(=O)O)[nH]c3ccccc23)c2c(C(=O)O)[nH]c3ccccc23)cc1	2	-11
Cc1cc(-c2nnc(SCC(=O)Nc3ccc(F)c(F)c3)n2N)n[nH]1	10	-2
O=C(NCc1cccnc1)c1ccc(-c2cc(Cl)ccc2Cl)o1	20	-29
COCCNc1ccc(N2C(=O)CCCC2=O)cc1[N+](=O)[O-]	42	-18
Cc1cccn2c(Nc3ccccc3)c(-c3ccccn3)nc12	-24	-35
Cc1ccc(Oc2ccc(NC(=O)C3=CC=CN4CCS(=O)(=O)N=C34)cc2)cc1	11	28
CCC(CC)C(=O)NCCc1ccc(S(N)(=O)=O)cc1	10	6
O=C(CCN1CCOCC1)NNC(=S)NC(=O)c1ccccc1	11	1
O=C(NCCS(=O)(=O)N1CCN(c2ccccc2)CC1)C1CCCC1	-1	-2
C[C@H]1CN([C@@H](C)CO)C(=O)c2cc(NC(=O)C3CCCCC3)ccc2O[C@H]1CN(C)Cc1ccc(-c2ccccc2)cc1	2	-33
O=C(CCC(=O)c1ccc(Oc2ccccc2)cc1)Nc1cccc(Cl)c1Cl	16	-11
CC(C)c1nnc(NC(=O)c2cnccn2)s1	8	-5
Cc1cc(C)c(S(=O)(=O)c2ccccc2)c(OC(=O)c2cc(F)c(F)cc2Cl)n1	8	-23
CCOC(=O)c1nc(Nc2cc(C)cc(C)c2)c2ccccc2n1	12	-22
COc1ccc(-c2sc3cc(OC)c(OC)cc3c2-c2ccc(O)cc2)cc1	38*	40
CCCn1c(SCC(=O)c2c(C)[nH]c(C)c2C(=O)OCC)nc2ccccc21	26	-26
CCCC(=O)N(Cc1cc(=O)[nH]c2ccccc12)c1ccc(OC)cc1	9	-17
Cc1ccc(S(=O)(=O)C2(C(=O)N3CCCCC3C)CC2)cc1 (configuration not stated)	4	-17
CC(=O)c1cccc(NC(=O)CN2C(=O)c3cccnc3Oc3ccc(Cl)cc32)c1	22	-9

Entries listed above marked active in OX1R antag-2:
SMILES	OX1R antag-1	OX1R antag-2
COc1ccccc1C(=O)NC(=Nc1nc2ccccc2o1)NC(=O)c1ccccc1OC	36*	82*
